# Luciferase inh = qHTS Assay for Inhibitors of Firefly Luciferase; Luciferin 4-monooxygenase (Photinus pyralis), P08659; purified firefly luciferase, luminescence, 8 min; Potency, µM (top dose mostly 57.1 µM), without a hit: top-dose activity change, negative = inhibition, hits mostly inhibitors; 2.2% of 72,000 active; AID 411, 2009; also: potency is read from the fitted curve at half-maximal effect; % is scaled to controls: 0 for no effect and ±100 for the full control effect; nearly all actives have a fitted effect of over 40% in size
#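 Substrate buffer containing 10 uM ATP (pH 7.2 imidazole, Mg2+, KCl, detergent, BSA) is dispensed, compound pinned in, then luciferase/luciferin detector mix added. After 8 min at ambient temperature, light output is measured.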
# Pol III holo inh = qHTS Assay for Inhibitors of DNA Polymerase III Holoenzyme System | reconstituted DNA polymerase III holoenzyme replication, biochemical | Potency, µM (doses to about 57.1 µM), for the others: at the highest dose activity change, negative = inhibition | 0.25% of 71,000 active; also: potency is read from the fitted curve at half-maximal effect; % is scaled to controls: 0 for no effect and ±100 for the full control effect
#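 Reconstituted *E. coli* holoenzyme (0.35 nM Pol III, 1 nM beta, 154 nM SSB, 2 nM primase) was preincubated with compound for 15 min at RT. Synthesis on 1.4 nM ssM13Gori ran 35 min, then was stopped with PicoGreen/EDTA and read as dsDNA fluorescence.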
# CRE-bla Fsk = Cell signaling CRE-BLA (Fsk stim) | AID 662, 2007 | Potency, µM (doses to about 38.2 µM), without a hit: at the top dose activity change, negative = inhibition, most hits filed as activators | 2.5% of 71,000 active | CHO CRE-bla reporter (cAMP response element driving beta-lactamase), forskolin EC10, beta-lactamase ratio; active = well fitted activation curve with a large enough effect in the signal ratio, with a control signal flat, not every such curve was filed as active; inconclusive = small, poorly fitted or top-dose-only effect, or effect the other way, or a change in a side signal; the % refers to the signal ratio; also: potency is read from the fitted curve at half-maximal effect; % of control where 0% means no effect
#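 Titrated compounds plus EC10 NKH 477 on CHO CRE-bla cells, 3 h, 37 °C. CCF4, 2 h RT. Ratio 460/530 nm → AC50.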
# Hsp90 Hop PPI = qHTS Assay for Disrupters of an Hsp90 Co-Chaperone Interaction; AlphaScreen TPR2A-His6 binding biotin-Hsp90 C-terminal peptide; Hsp90 C-terminal peptide / TPR2A (Hop) interaction, human; 0.44% of 71,000 active; Potency, µM (top dose mostly 57 µM), for the others: top-dose activity change, negative = inhibition; AID 595, 2007; active = well fitted curve in either direction with a large enough effect; inconclusive = small, poorly fitted or top-dose-only effect, or another doubt; also: potency is read from the fitted curve at half-maximal effect; % is scaled to controls: 0 for no effect and ±100 for the full control effect; many of its hits are not listed in these tables
# ALOX15 inhib = qHTS Assay for Inhibitors of 15-hLO (15-human lipoxygenase). Polyunsaturated fatty acid lipoxygenase ALOX15 (Homo sapiens), P16050. purified 15hLO-1, xylenol orange hydroperoxide absorbance. Potency, µM (doses to about 57.1 µM), without a hit: top-dose activity change, negative = inhibition, hits mostly inhibitors. 1.4% of 74,000 active; also: potency is read from the fitted curve at half-maximal effect; % is scaled to controls: 0 for no effect and ±100 for the full control effect; nearly all actives have a fitted effect of over 55% in size
#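 Purified human 15hLO-1 (40 nM) in 25 mM Hepes pH 7.5, 0.01% Triton X-100, preincubated 15 min RT with compound, then 50 uM arachidonic acid for 6 min. Hydroperoxide read by ferrous/xylenol orange, 30 min; 573/405 nm absorbance ratio gave progress.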
# ERK AVP block = qHTS Assay for Inhibitors of the ERK Signaling Pathway using a Homogeneous Screening Assay. HEK293-V1b, vasopressin-stimulated pERK AlphaScreen. Potency, µM (doses to about 57.5 µM), for the others: top-dose activity, negative = inhibition, hits mostly inhibitors. 0.99% of 72,000 active; also: potency is read from the fitted curve at half-maximal effect; % is scaled to controls: 0 for no effect and ±100 for the full control effect; nearly all actives have a fitted effect of over 55% in size
#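 HEK293 cells stably expressing V1b receptor, preincubated 30 min at 37 °C with compound, then stimulated 5 min with 25 nM vasopressin. Phospho-ERK by AlphaScreen SureFire after 5 h RT; normalized to DMSO and vasopressin; AC50 by Hill fit.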
# HBB splicing = qHTS Assay for Modulators of Hemoglobin Beta Chain Splicing. HBB splicing reporter cell assay, activation; EGFP reporter with mutant IVS2-654 intron; response scale: normalised to 500 nM splice-correcting PNA. Potency, µM (top dose mostly 46.1 µM), for inactives: top-dose activation, most hits filed as activators. 0.06% of 65,000 active. AID 925, 2007; also: potency is read from the fitted curve at half-maximal effect; 0% is about no effect
#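 Compounds were applied for 2 days to HeLa EGFP-654 cells, 500/well in Optimem with 2% FCS. The reporter's EGFP is disrupted by mis-splicing of beta-globin intron IVS2-654. Readout: summed well GFP fluorescence from 488 nm laser scanning; reference was 500 nM antisense […] 654 PNA.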
# Tau fil binding = qHTS Assay for Tau Filament Binding. 2% of 71,000 active. recombinant tau filaments, thioflavin S fluorescence, 15 h; filaments grown with octadecylsulfate alongside compound. Microtubule-associated protein tau (Homo sapiens), P10636. Potency, µM (top dose mostly 57.1 µM), for inactives: at the highest dose activity change, negative = inhibition. AID 596, 2007;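 also: potency is read from the fitted curve at half-maximal effect; % is scaled to controls: 0 for no effect and ±100 for the full control effect; actives lower thioflavin S fluorescence by blocking filaments or displacing dye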
# Target sequence (P10636 whole entry, looked up): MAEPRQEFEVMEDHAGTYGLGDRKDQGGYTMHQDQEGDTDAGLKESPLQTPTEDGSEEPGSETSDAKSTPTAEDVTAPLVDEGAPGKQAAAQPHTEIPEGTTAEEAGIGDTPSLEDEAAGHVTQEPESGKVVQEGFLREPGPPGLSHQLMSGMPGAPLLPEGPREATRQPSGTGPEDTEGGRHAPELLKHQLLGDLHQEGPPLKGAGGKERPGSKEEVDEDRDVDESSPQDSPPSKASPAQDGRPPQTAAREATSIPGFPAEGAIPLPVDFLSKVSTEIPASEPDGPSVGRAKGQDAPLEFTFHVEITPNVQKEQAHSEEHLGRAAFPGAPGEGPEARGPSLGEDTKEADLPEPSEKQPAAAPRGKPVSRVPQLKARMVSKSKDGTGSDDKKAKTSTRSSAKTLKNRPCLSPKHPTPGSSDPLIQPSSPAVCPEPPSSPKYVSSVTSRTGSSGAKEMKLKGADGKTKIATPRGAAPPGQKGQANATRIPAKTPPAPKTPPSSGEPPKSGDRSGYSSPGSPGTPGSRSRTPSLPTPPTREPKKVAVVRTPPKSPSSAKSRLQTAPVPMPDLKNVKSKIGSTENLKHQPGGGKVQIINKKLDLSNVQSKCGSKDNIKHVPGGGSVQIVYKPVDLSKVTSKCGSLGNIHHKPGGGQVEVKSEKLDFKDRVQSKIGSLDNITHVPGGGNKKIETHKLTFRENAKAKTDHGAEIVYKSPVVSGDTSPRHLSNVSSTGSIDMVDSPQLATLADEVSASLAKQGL
#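 His-tagged recombinant human tau (exons 2, 3 and 10 included), 1 uM, was induced to fibrillize by 30 uM sodium octadecylsulfate with compound present. After 15 h at 37 C, thioflavine S fluorescence (ex 450, em 510 nm) was read.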
# Epigenetic mod = qHTS Assay for Epigenetic Modulators. mouse C127i GFP locus derepression, cytometry, 30 h. Potency, µM (titrated, usually from 46.1 µM), for inactives: top-dose GFP derepression (activation). 0.09% of 68,000 active. AID 597, 2007; also: % of control where 0% means no effect
#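 Read-out is the number of GFP-positive cells, scored as fluorescent objects 20 to 120 um wide, reflecting derepression of a silenced CMV-GFP reporter in murine C127i cells after 30 h compound exposure at 37 C.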
# HADH2 inhib = qHTS Assay for Inhibitors of HADH2 (Hydroxyacyl-Coenzyme A Dehydrogenase, Type II); AID 886, 2007; Potency, µM (top dose mostly 57.1 µM), without a hit: at the highest dose activity change, negative = inhibition, usual class: inhibitors; 3.4% of 73,000 active; recombinant HADH2, NADH fluorescence, beta-hydroxybutyryl-CoA; also: potency is read from the fitted curve at half-maximal effect; % is scaled to controls: 0 for no effect and ±100 for the full control effect; nearly all actives have a fitted effect of over 60% in size; many of its hits are not listed in these tables
# Target sequence (Q99714 whole entry, looked up, one chain of several): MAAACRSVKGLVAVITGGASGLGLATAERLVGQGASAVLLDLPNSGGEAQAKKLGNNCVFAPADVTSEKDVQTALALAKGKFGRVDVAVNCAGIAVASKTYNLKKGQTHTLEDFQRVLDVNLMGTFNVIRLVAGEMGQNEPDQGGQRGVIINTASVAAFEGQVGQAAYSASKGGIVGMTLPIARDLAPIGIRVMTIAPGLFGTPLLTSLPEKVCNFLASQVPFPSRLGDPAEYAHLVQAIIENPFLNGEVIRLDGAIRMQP
#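 Activity measured as NADH fluorescence gain (360/450 nm), taken as the change between first and last reads of a 4-min kinetic run. Conditions: pH 9.0 Tris buffer, 20 nM E. coli-expressed His-tagged enzyme, 1 mM NAD+, 90 uM beta-hydroxybutyryl-CoA; 15-min compound preincubation.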
# UbGFP stabilizer = Ubiquitin-GFP Assay; Ubiquitin-GFP reporter cells, proteasome inhibition, GFP fluorescence; response scale: untreated = 0%, 10 µM MG-132 = 100%; Potency, µM (titrated, usually from 45.9 µM), for the others: top-dose activation (GFP accumulation), actives largely listed as activators; 67,000 tested, under 10 active; active = well fitted activation curve with a large enough effect, not every such curve was filed as active; inconclusive = small, poorly fitted or top-dose-only effect, or another doubt; inactive = no such curve, though single readings can be large or run the other way; also: potency is read from the fitted curve at half-maximal effect
#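 Proteasome block read as GFP accumulation: ubiquitin(G76V)-GFP U2OS cells exposed to compound (2.9 nM–46 uM) for 4 hr at 37 C. Normalization used untreated cells as 0% and 10 uM MG-132 as 100%; concentration-response curves fitted.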
# An asterisk follows results filed as active; ? = inconclusive; / = not tested or not shown; [ ] = dose if it differs, or a comment. Unless noted, calls follow the shape of the dose curve; as a rule, active = well fitted curve in the direction sought with a large enough effect; inconclusive = small, poorly fitted or top-dose-only effect, or another doubt; inactive = no such curve, though single readings can be large; an effect the other way counts as inactive or inconclusive. A portion of the library (hit frequency here may not be typical).
SMILES,Luciferase inh,Pol III holo inh,CRE-bla Fsk,Hsp90 Hop PPI,ALOX15 inhib,ERK AVP block,HBB splicing,Tau fil binding,Epigenetic mod,HADH2 inhib,UbGFP stabilizer
COc1ccc(N2CCN(C(=O)CSc3nnnn3-c3ccc4c(c3)OCCO4)CC2)cc1,0%,-1%,0%,-27%,1%,?,/,-19%,-2%,7%,-7%
COc1nccc(Nc2ccccc2)c1C#N,-1%,-8%,?,0%,3%,-10%,-3.5%[0.369 µM],-6%,2%,-1%,1%
Cc1ccc(Nc2cc(C)nc3nc(C)nn23)c(C)c1,2%,2%,?,-5%,6%,?,-0.6%,8%,-4%,16%,0%
CCOC(=O)N1CCN(C(=O)CCn2nc(-c3ccc(Cl)cc3)ccc2=O)CC1,0%,-1%,?,-3%,-19%,?,0.7%,1%,0%,-2%,3%
COc1ccccc1CNc1cc(-c2ccccc2C)ncn1,1%[2.29 µM],-1%,15%,-4%,2%,-28%,0.1%,9%,-3%[9.22 µM],-7%,6%
Cc1[nH]c(-c2ccco2)nc1C(=O)O,1%,4%,-5%,-10%,0%,3%,1.3%,-2%,0%,-20%,10%
COc1ccc(N(CC(=O)Nc2ccc3c(c2)OCCO3)S(=O)(=O)c2cccnc2)cc1,-3%,3%,-7%,-6%,0%,-28%,-0.5%,-17%,-2%,-1%,9%
COc1ccc(-n2c(C)nnc2SCC(=O)N2C(C)CCCC2C)cc1 (centres undefined),2%,-3%,2%,?,10%,36%,-1.4%,-12%,0%,1%,-3%
COc1ccc(CN2CCCCC2c2cccnc2)c(OC)c1C (centres undefined),1%,2%,-10%,-2%,-7%,8%,1.5%,-13%,5%,-3%,-3%
CCCC(=O)Nc1ccccc1NC(C)=O,0%,4%,-4%,-2%,4%,2%,0.9%,9%,6%,8%,-5%
COc1ccc(NC(=O)CSc2nnc(-c3cccs3)n2Cc2ccco2)cc1OC,-3%,-2%,6%,-7%,-6%,?,2.7%[0.369 µM],-10%,-2%,-14%,/
Cn1c2ccccc2c2cc(C(=O)OCC(=O)N3CC(=O)Nc4ccccc43)sc21,-2%,-4%,1%,-4%,-13%,-9%,9.5%[57.5 µM],207%,0%,3%,4%
COc1ccc(C=Nc2c(O)ccc3ccccc23)cc1OC,?,-8%[11.4 µM],9%[7.6 µM],-8%[11 µM],-9%[11.4 µM],-20%[11.5 µM],3.7%[9.22 µM],4µM*,3%[9.22 µM],59%[activator][11.4 µM],2%[9.17 µM]
C=CCN1C(=O)C2(c3ccccc31)C1CCCC=C1C(C#N)=C(N)C2(C#N)C#N (centres undefined),-1%,-5%,-14%,-1%,-8%,15%,1.2%,6%,0%,6%,19%
O=C(CSc1nc(-c2ccccc2)cs1)NCc1ccco1,0%,-7%,-2%,-6%,9%,-9%,-1.8%,-6%,1%,-2%,1%
Cc1cc(NC(=O)NC(=O)c2ccc(F)cc2F)n[nH]1,16µM*,-4%,?,-5%,10%,23%,-2.1%,9%,0%,3%,1%
Cc1ccc(S(=O)(=O)Nc2cc(NC(=O)CN3CCOCC3)ccc2Cl)cc1,0%,-2%,-3%,0%,4%,-9%,0.1%[57.5 µM],-2%,3%,-11%,-2%
O=C(Nc1nc2cc3c(cc2s1)OCCO3)c1cccc(S(=O)(=O)N2CCOCC2)c1,?,4%,-5%,4%,-8%,-8%,-0.2%[57.5 µM],12%,1%,-6%,2%
COc1ccccc1N1CCN(C(=O)COc2ccc(C)cc2Br)CC1,-3%,10%,16%,0%,-12%,-1%,-6.1%,80%,-3%,-6%,-3%
CC[C@@H]1OC(=O)[C@@H](C)[C@H](O[C@@H]2C[C@@](C)(OC)[C@@H](O)[C@H](C)O2)[C@H](C)[C@H](O[C@@H]2O[C@@H](C)C[C@@H](N(C)C)[C@H]2O)[C@@](C)(O)C[C@H](C)C(=O)[C@@H](C)[C@H](O)[C@@]1(C)O,0%[11.4 µM],-4%,?,0%,/,/,/,?,-5%[9.22 µM],-3%,3%
Cn1nnnc1SCc1nc2ccccc2[nH]1,0%,-4%,-6%,-2%,4%,-27%,2.3%,8%,-2%,8%,-23%
CCOC(=O)c1ccc(NC(=O)c2cnccn2)cc1,0%,1%,-6%,-10%,9%,-4%,2.3%,-8%,2%,5%,-4%
COCCCNc1nc2c(c(=O)[nH]c(=O)n2C)n1CC(O)COc1cccc(C)c1 (centres undefined),1%,4%,9%,-3%,6%,-16%,2.6%,13%,0%,17%,-10%
COc1ccccc1NC(=O)N1CCc2[nH]c3ccc(F)cc3c2C1,-2%,-15%,-1%,-8%,?,-11%,-1.2%,-12%,3%,31%[activator],-2%
CCn1c(C)nc2cc(C(=O)OCCC(F)(F)F)ccc21,-5%,0%,10%,0%,7%,24%,-2.3%,10%,-2%,-2%,2%
# Continued.
SMILES,Luciferase inh,Pol III holo inh,CRE-bla Fsk,Hsp90 Hop PPI,ALOX15 inhib,ERK AVP block,HBB splicing,Tau fil binding,Epigenetic mod,HADH2 inhib,UbGFP stabilizer
Cc1ccc(NC(=O)CSc2nc3ccccc3c(=O)n2CCCC(=O)N2CCCC2)cc1,2%,0%,-14%,-5%,-10%,5%,0.1%,2%,0%,-5%,-5%
Cc1cc(C)c(C#N)c(N2CCN(CCOc3ccc(Cl)cc3)CC2)n1,-1%,-2%,?,22%,-4%,-22%,0.4%,96%,-3%,-1%,0%
O=C(CCn1cnc2ccccc2c1=O)Nc1ccc2c(c1)OCCO2,-2%,-1%,27%,-1%,6%,-22%,0.0%,10%,-4%,-8%,-4%
NS(=O)(=O)c1ccc(N=Nc2c[nH]c(=O)c(O)c2)cc1,-8%[11.4 µM],3%[11.4 µM],3%[7.6 µM],-13%[11 µM],-12%[11.4 µM],-22%[11.5 µM],1.1%[9.22 µM],52%[11.4 µM],-2%[9.22 µM],?,14%[9.17 µM]
CCOC(=O)c1ccccc1NC(=O)Cn1cnc2c(cnn2-c2ccc(F)cc2)c1=O,1%,7%,0%,-2%,2%,-3%,-1.8%,2%,0%,8%,-5%
Nc1ccc(N2CCCCCC2)cc1,-7%,-5%,-6%,?,3.2µM*,-13%,/,10µM*,0%,?,-5%
COc1cc(OC)nc(NC(=O)CSc2nc3ccccc3[nH]2)n1,-4%,-8%,?,3%,0%,-13%,-0.6%,-8%,0%,-21%,-3%
CCOC(=O)c1ccccc1NC(=O)CSc1nc2ccccc2o1,3%,4%,?,29%,-10%,-10%,0.2%[57.5 µM],-1%,-2%,-9%,-4%
COc1ccc(Oc2ncc3nc(-c4ccccc4)c(=O)n(Cc4cccs4)c3n2)cc1,0%[11.4 µM],-8%,?,0%,3%,21%,0.6%,?,0%[9.22 µM],-18%,0%
CC1CCN(C(=O)CSc2nnc(-c3cccnc3)n2C2CCCCC2)CC1,0%,-4%,-4%,0%,3%,9%,/,-1%,-1%,17%,-2%
Cc1cc(N2CCCC(C(=O)Nc3ccc4c(c3)CCC4)C2)n2ncnc2n1 (centres undefined),3%,-3%,22%,-2%,2%,-1%,/,-4%,-1%,4%,4%
CCCCCC1CCC(C(=O)O)CC1 (centres undefined),4%,-6%,?,-4%,1%,21%,-4.0%,3%,-3%,-4%,7%
CC(C)C(c1nnnn1Cc1ccco1)N1CCN(c2nc3ccccc3s2)CC1 (centres undefined),0%,-2%,?,-2%,-13%,2µM*,0.1%,14%,-2%,0%,-2%
Cc1ccc2c(c1)c1ncn(CCC3=CCCCC3)c(=O)c1n2C,0%,4%,32%,3%,-10%,-17%,-0.3%[1.84 µM],27%,-2%,-3%,9%

# Compound activity deposited in PubChem by National Center for Advancing Translational Sciences (NCATS).
